GLP-1R inv ag: inverse agonists of human GLP-1 receptor | P43220 | HEK293 GLP-1R CRE-luciferase, luminescence, 24 h; GLP-1R form is constitutively active | Potency, µM (top dose mostly 38.3 µM), for inactives: at the highest dose activity change, negative = inhibition, usual class: inhibitors | hit rate 1.6% among 410,000; note: % is set by controls: 0 for no effect and ±100 for the full control effect; nearly all actives have a fitted effect of over 55% in size
Target sequence (P43220 whole entry, looked up): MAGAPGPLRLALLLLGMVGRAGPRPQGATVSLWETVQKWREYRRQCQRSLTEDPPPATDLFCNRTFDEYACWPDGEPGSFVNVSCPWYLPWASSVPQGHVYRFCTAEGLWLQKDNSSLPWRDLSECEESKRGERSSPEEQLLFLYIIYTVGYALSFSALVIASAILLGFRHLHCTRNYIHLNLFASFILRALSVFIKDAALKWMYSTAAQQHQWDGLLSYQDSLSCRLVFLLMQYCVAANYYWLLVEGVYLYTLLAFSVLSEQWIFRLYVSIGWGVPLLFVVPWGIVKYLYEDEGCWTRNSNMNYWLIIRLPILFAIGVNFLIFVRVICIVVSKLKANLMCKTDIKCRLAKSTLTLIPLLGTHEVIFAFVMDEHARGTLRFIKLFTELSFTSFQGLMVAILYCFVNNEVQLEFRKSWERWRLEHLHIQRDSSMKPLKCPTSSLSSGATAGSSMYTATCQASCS
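Seeding at 200 cells/uL, 12 h culture, 24 hr compound treatment, then luciferase reagent and a luminescence read; cells are HEK293 stably expressing a constitutively active GLP-1R plus cAMP-responsive luciferase.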
GLP1R ag: activates the human GLP-1 receptor. HEK293 GLP-1R CRE-luciferase, luminescence, 4-6 h; cells express a hypersensitive GLP-1R form. Potency, µM (top dose mostly 45.6 µM), for inactives: at the top dose activation, hits mostly activators. hit rate 0.007% among 380,000. AID 624172; note: % of control where 0% means no effect
HEK293 tox: cytotoxicity counter-screen for GLP-1 receptor inverse agonists. hit rate 0.13% among 410,000. HEK293 cAMP-luciferase reporter cells, luminescence, 24 h. Potency, µM (series often up to 38.3 µM), for inactives: top-dose activity change, negative = inhibition, usual class: inhibitors;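 note: loss of luciferase light is scored as toxicity; % is set by controls: 0 for no effect and ±100 for the full control effect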
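To flag toxic compounds, the library was rerun on cells for 24 hr at 37 deg C and 5% CO2. Viability-linked luminescence was captured 12 min after adding luciferase detection reagent.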
HT1080 IDH1KD tx: HT-1080 IDH1 knockdown cell toxicity (counter line); HT-1080 IDH1 knockdown viability, ATP luminescence, 48 h; Potency, µM (doses to about 46.1 µM), inactives show top-dose activity, negative = toxicity, most hits filed as cytotoxic; hit rate 2% among 360,000; AID 686971;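 note: 0% = DMSO wells and -100% = cell-free medium wells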
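Assay cells: HT-1080 with IDH1 knockdown, 750 per well, RPMI/5% FBS. Exposure: 48 h at 37 °C following 2 h pre-incubation. Read: CellTiter-Glo luminescence; fitted concentration-response, curve class assigned.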
KB-V1 cytotox: KB-V1 MDR subline cytotoxicity; KB-V1 MDR cells viability, CellTiter-Glo, 72 h; Potency, µM (top dose mostly 46.1 µM), inactives show at the highest dose activity change, negative = cytotoxicity, usual class: cytotoxic; hit rate 3.4% among 400,000; AID 1347076; note: % is set by controls: 0 for no effect and ±100 for the full control effect; nearly all actives have a fitted effect of over 60% in size
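Cytotoxicity toward P-gp-expressing KB-V1 cells was determined as loss of CellTiter-Glo luminescence after 72 h at 37 degrees C. Compounds were tested in quantitative HTS format across a concentration range, with curves fitted to normalized data.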
TDP-43 yeast inh: TDP-43 toxicity inhibition in yeast | hit rate 1.8% among 410,000 | Potency, µM (top dose mostly 46.1 µM), inactives show at the highest dose growth rescue (activation), most hits filed as activators | TDP-43 expressing yeast growth rescue, BacTiter-Glo, 24 h; note: % of control where 0% means no effect; nearly all actives have a fitted effect of over 50% in size
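Galactose-induced TDP-43 yeast, OD600=0.02, compound pinned; 24 hr, 30 deg C; BacTiter-Glo luminescence for growth. Inhibitors of TDP-43 toxicity read as activators.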
HT1080NT lethal: kills 2HG-producing HT-1080-NT fibrosarcoma cells; HT-1080-NT fibrosarcoma viability, CellTiter-Glo ATP luminescence, 48 h; Potency, µM (titrated, usually from 46.1 µM), without a hit: at the highest dose activity, negative = less viability, actives largely listed as cytotoxic; hit rate 1.6% among 360,000;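 note: NT is the 2HG producing partner of a matched IDH1 knockdown line; 0% = DMSO-treated cells and -100% = media-only wells without cells; nearly all actives have a fitted effect of over 55% in size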
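A 48-hour cytotoxicity screen used HT-1080-NT cells plated 2 hours before compound delivery. ATP-based CellTiter-Glo luminescence measured viability, normalized to DMSO and no-cell controls.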
KB-3-1 cytotox: kills parental KB-3-1 adenocarcinoma cells; KB-3-1 viability, CellTiter-Glo ATP luminescence, 72 h; Potency, µM (top dose mostly 46.1 µM), for the others: at the top dose activity change, negative = cytotoxic, actives largely listed as cytotoxic; hit rate 1.4% among 400,000; note: % is set by controls: 0 for no effect and ±100 for the full control effect; nearly all actives have a fitted effect of over 60% in size
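Using CellTiter-Glo luminescence, growth of non-resistant KB-3-1 adenocarcinoma cells is assessed 72 h after pin-tool compound addition at 37 °C. Normalized responses across the concentration series yield fitted curves.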
SW480 rereplic: DNA re-replication induction in SW480 cells; SW480 DNA re-replication, Hoechst DNA content imaging, 48 h; Potency, µM (top dose mostly 46.1 µM), inactives show at the highest dose re-replication activation, actives largely listed as activators; hit rate 1.8% among 340,000; AID 624297; note: % of control where 0% means no effect; nearly all actives have a fitted effect of over 55% in size
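Hoechst fluorescence of nuclei (405 nm excitation, 500-530 nm emission) measured by plate-scanning imager after 48 hr compound exposure at 37 C; re-replication scored as increased number of nuclei with elevated intensity.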
* hit, by the source's call; ? = inconclusive; / = not tested or not shown; & = joins results of further samples; [ ] = another dose, or the depositor's remark. Calls come from the whole dose curve; as a rule, active = well fitted curve in the direction sought with a large enough effect; inconclusive = small, poorly fitted or top-dose-only effect, or another doubt; inactive = no such curve, though single readings can be large; an effect the other way counts as inactive or inconclusive. Potency is the fitted concentration of half-maximal effect.

SMILES	GLP-1R inv ag	GLP1R ag	HEK293 tox	HT1080 IDH1KD tx	KB-V1 cytotox	TDP-43 yeast inh	HT1080NT lethal	KB-3-1 cytotox	SW480 rereplic
Cc1cc(C)n(Cc2ccc(C(=O)N/N=C/c3ccc(-c4ccc([N+](=O)[O-])cc4)o3)o2)n1	-4.0%	-2.8%	-6.9%	?	-15.3%	-19.3%	?	11.2%	-1.2%
Cc1[nH]c2c(Cl)cccc2c1CCNC(=O)C1CCCCC1C(=O)OCC(F)(F)F (stereo not drawn)	?	6.0%	-3.1%	-7.3%	?	?	-19.6%	-0.5%	-0.9%
CCC(CC)C(=O)Nc1cccc(/C(C)=N\NC(=O)c2ccc(C)s2)c1	-14.8%	9.0%	-2.0%	-22.9%	-8.5%	-0.8%	-21.6%	-11.6%	-2.3%
N#CCSc1nc2ccccc2c(=O)n1CCCC(=O)NCc1ccco1	31.0%[activator]	10.5%	-0.5%	-10.8%	?	-2.4%[9.22 µM]	-5.3%	17.0%	-8.9%
Cc1ccc(S(=O)(=O)Nc2ccc(OCC(=O)N3CCOCC3)cc2)c(C)c1NS(C)(=O)=O	8.7%	4.5%	-4.4%	-0.1%	-4.3%	-3.6%	0.9%	?	-29.9%
CCOC(=O)c1ccc(S(=O)(=O)N2CCC(C(=O)Nc3nnc(C)o3)CC2)cc1	-6.2%	-6.9%	3.1%	-1.2%	-13.8%	1.8%	1.9%	27.3%	-7.9%
N#CC1=C(N)OC2=C(C(=O)CCC2)C1c1ccccc1 (stereo not drawn)	2.0%	4.0%	1.7%	2.6%	-17.0%	14.4%	-4.8%	-3.3%	-4.5%
CN1CCC(N(C)C(=O)c2cc(-c3ccc(F)cc3)nc3ccccc23)CC1	?	0.5%	-0.7%	-3.1%	1.3%	17.8%	-1.6%	?	-2.7%
C[C@@H]1CN(S(=O)C(C)(C)C)[C@H](CCO)/C1=C\c1ccccc1 (stereo partly drawn)	3.4%	-4.4%	0.6%	8.0%	-2.2%	22.6%	13.3%	4.2%	5.6%[9.22 µM]
O=C(CCn1nc(-c2ccc(Cl)cc2)c2ccccc2c1=O)NN1CCOCC1	12.2%	1.2%	2.2%	-2.2%	7.5%	8.4%	5.0%	1.8%	-9.2%
CCc1noc(C)c1C(=O)OCC(=O)N(C)c1c(N)n(Cc2ccccc2)c(=O)[nH]c1=O	-8.6%	-8.2%	-4.7%	1.2%	?	-14.9%	7.4%	4.4%	-4.2%
COc1ccc(C2CC(=O)Oc3ccc(C(C)(C)C)cc32)cc1 (stereo not drawn)	-20.9%	23.5%	8.0%	-1.1%	?	0.8%	0.0%	0.0%	-5.4%

Reprinted from the part before: 3 compounds, then new ones.
SMILES	GLP-1R inv ag	GLP1R ag	HEK293 tox	HT1080 IDH1KD tx	KB-V1 cytotox	TDP-43 yeast inh	HT1080NT lethal	KB-3-1 cytotox	SW480 rereplic
O=C(CCn1nc(-c2ccc(Cl)cc2)c2ccccc2c1=O)NN1CCOCC1	12.2%	1.2%	2.2%	-2.2%	7.5%	8.4%	5.0%	1.8%	-9.2%
CCc1noc(C)c1C(=O)OCC(=O)N(C)c1c(N)n(Cc2ccccc2)c(=O)[nH]c1=O	-8.6%	-8.2%	-4.7%	1.2%	?	-14.9%	7.4%	4.4%	-4.2%
COc1ccc(C2CC(=O)Oc3ccc(C(C)(C)C)cc32)cc1 (stereo not drawn)	-20.9%	23.5%	8.0%	-1.1%	?	0.8%	0.0%	0.0%	-5.4%
CCCC1Oc2ccccc2C(=O)N(CC(=O)c2ccc3c(c2)OCCO3)C1=O (stereo not drawn)	?	-2.7%	2.2%	27.3%	1.7%	-23.7%	7.6%	-3.4%	-6.0%
Cc1[nH]c2ccccc2c1C(=O)C(=O)N(C)C1CCCCC1	?	2.1%	-7.2%	-1.5%	-22.2%	-12.6%	2.8%	-1.8%	15.9%
CCOC(=O)C(CCCOc1ccc(C(C)CC)cc1)C(=O)OCC (stereo not drawn)	10µM*	-11.1%	-15.4%	3.3%	6.7%	7.1%	11.9%	-2.4%	7.5%
CSc1ccc(/C=C/C(=O)OCC(=O)NC2CCCC2)cc1	0.1%	-6.8%	2.9%	9.4%	7.5%	20µM*	6.0%	3.4%	/
O=C(NCC(=O)N(c1ccccc1)C(C(=O)NC1CCCC1)c1cccnc1)c1cccs1 (stereo not drawn)	15.7%	0.6%	21.6%	?	3.6%	-15.6%	4.0%	-3.3%	-4.1%
CCn1c(SCC(=O)Nc2cc(S(=O)(=O)N3CCOCC3)ccc2OC)nnc1-c1ccncc1	0.8%	3.0%	-13.4%	6.7%	9.4%	-6.1%	0.6%	-0.5%	1.2%
COc1ccc(NC(=O)C(OC(=O)c2cnc(C)cn2)c2ccccc2)cc1Cl (stereo not drawn)	-5.1%	2.7%	17.1%	-10.4%	?	-8.8%	-5.1%	-1.1%	-104.0%[inhibitor]
O=C(COC(=O)/C=C/c1ccccc1Cl)NC1CCCC1	0.4%	4.1%	2.2%	7.3%	0.9%	20.0%	9.7%	14.2%	-12.0%
COc1cc2ccccc2cc1C(=O)N1CC(C)OC(C)C1 (stereo not drawn)	1.2%	-2.7%	4.7%	-1.7%	-19.4%	-14.3%	0.9%	-1.7%	-1.9%
CC(=O)Nc1ccc(NS(=O)(=O)c2ccc(OC(C)C(=O)N3CCOCC3)cc2)cc1 (stereo not drawn)	11.6%	0.8%	8.6%	0.5%	25.5%	0.0%	7.6%	3.7%	0.0%
COc1ccc(CCNC(=O)CNS(=O)(=O)c2ccc(Br)s2)cc1OC	-16.9%	4.7%	?	11.9%	?	1.5%	16.1%	-8.2%	2.4%
O=C(Nc1cccnc1)c1cc2cc(Br)ccc2o1	3.4%	8.5%	-9.3%	-1.7%	-1.7%	0.0%	1.3%	-20.3%	?
CCCCNC(=O)C[C@@H]1C[C@@]2(C(=O)OCC)CCC=C2N(CCC2=CCCCC2)C1=O	-0.1%	-1.4%	17.6%	-17.5%	-40.9%	-3.2%	0.5%	1.0%	/
Nc1[nH]c(C(=O)c2ccccc2)c(-c2cccc3ccccc23)c1C(=O)NCc1ccccc1	27.5%	16.8%	-0.7%	9.8%	?	18.0%	10.1%	4.9%	/
Cc1ccc2occ(/C=N/NC(=O)[C@@H](N)Cc3ccccc3)c(=O)c2c1	?	-2.3%	5.3%	-2.9%	-2.6%	-20.6%	-9.2%	0.9%	-32.2%[inhibitor]
O=C(Cn1nnc(-c2ccccc2)n1)NCC(=O)Nc1ccc(F)c(F)c1F	-11.3%	-5.1%	8.9%	2.6%	?	20.4%	5.6%	3.0%	-14.2%
CC(C)c1nnc(NC(=O)CCC(=O)NC2CCCCCC2)s1	-22.6%	3.4%	-13.1%	4.4%	26.8%	2.6%	-1.5%	5.2%	-19.3%
COc1ccccc1CCc1nnc(CCC(=O)NCCCOc2cccnc2)o1	5.2%	-4.0%	-5.5%	0.9%	-1.6%	10.9%	4.7%	0.9%	-1.1%
CN(C(=O)COC(=O)CNC(=O)c1ccccc1Cl)c1ccccc1	12.0%	1.1%	-0.6%	7.9%	3.8%	-0.8%[9.22 µM]	-0.1%	5.9%	-6.8%
Fc1ccc(OCc2nc(-c3cccs3)no2)cc1	-19.5%	12.3%	-3.7%	19.4%	-29.0%	?	20.6%	?	-9.6%
Cc1ccc(-n2nnnc2SC(C)C(=O)Nc2ccc(Cl)cn2)cc1 (stereo not drawn)	?	12.3%	-6.8%	-3.5%[9.24 µM]	-27.1%	-13.1%	?	-10.0%	7.7%
O=[N+]([O-])c1ccc(Sc2ccccc2Cl)nc1	0.8%	0.5%	9.4%	4.4%	-14.5%	?	6.0%	1.0%	-3.6%
CC(C)NC(=O)CCS(=O)(=O)c1ccc(Br)s1	0.0%	-9.4%	53.2%[activator]	0.9%	2.2%	-6.3%	11.9%	21.1%	-10.7%
O=C1OC(/C=C/c2ccccc2)=NC/1=C/C=C/c1ccccc1	-4.8%	-2.4%	14.0%	-1.5%	0.0%	7.9%	-0.2%	1.8%	-3.6%
CCSc1ccc2c(c1)N(CCCN1CCN(C)CC1)c1ccccc1S2	8.2%	14.5%	0.1%	?	-22.3%	10.7%	18.4µM*	-0.5%	-10.1%
CC1(C)CC(=O)C(C(C2=C(O)CC(C)(C)CC2=O)c2ccc(O)c([N+](=O)[O-])c2)=C(O)C1	-0.2%	4.0%	-13.0%	4.5%	-8.2%	-3.9%	-14.2%	-1.3%	0.3%
COc1ccccc1N1CCN(c2ccc([N+](=O)[O-])nc2)CC1	9.6%	-2.6%	-11.7%	12.3%	-15.3%	27.6%	-0.5%	6.3%	-8.7%
CCN(CC)c1ccc(C=Nc2ccccc2C)c(O)c1	-9.2%	-6.8%	1.2%	0.1%	?	5.4%	-0.5%	2.8%	?
C=C(C)CNC(=S)Nc1sc2c(c1C(=O)OCC)CC(C)(C)OC2	-19.7%	-6.0%	-23.4%	-5.0%	-28.9%	27.7%	-4.1%	-4.9%	-6.5%
N#Cc1cnn(-c2ncnc3sc(-c4ccccc4)cc23)c1N	0.0%	17.7%	8.2%	8.1%	-25.9%	-9.5%	-5.5%	-5.3%	16.7%
C=CCn1c2ccccc2c2nnc(SCC(=O)Nc3cc(C)on3)nc21	36.8%[activator]	3.2%	0.1%	-6.4%	1.1%	13.7%	-8.4%	15.6%	-5.9%
CS(=O)(=O)c1ccccc1-c1nnc(NC(=O)c2ccco2)o1	-1.0%	-5.7%	-12.5%	27.0%	5.1%	7.4%	22.1%	-14.6%	-4.9%
N#C/C(=C\c1ccc(-c2ccccc2[N+](=O)[O-])o1)C(=O)N1CCOCC1	13.0%	-8.3%	?	-1.5%	?	10.2%	-2.5%	0.0%	?
COc1cc(C2C3=C(CC(C)(C)CC3=O)Nc3c2c(=O)[nH]c(=O)n3Cc2ccccc2)ccc1O (stereo not drawn)	22.9%	-0.1%	86.8%[activator]	7.3%	4.3%	4.5%	10.7%	40.7%	-0.1%&-1.7%

Assay outcomes as filed in PubChem BioAssay.
